Screening results from PubChem BioAssay.
HTT ATP protect: protects HTT-Q103 PC12 cells, measured by ATP; Potency, µM (titrated, usually from 56.4 µM), without a hit: cytoprotection (ATP increase), most hits filed as activators; PC12 HTT-Q103 induced, cytoprotection, ATP luminescence, 40 h; AID 1471; actives 0.14% (n = 230,000);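 also: % of control where 0% means no effect; nearly all actives have a fitted effect of over 45% in size; toxic huntingtin expression switched on by the ecdysone agonist tebufenozide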
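Compounds were screened for protection of PC12 cells against cell death after tebufenozide induction (100 nM final) of mutant Huntingtin exon 1 (Q103) fused to GFP.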
Tau ThT inhib: blocks human tau fibril formation measured by thioflavin T; P10636; recombinant tau K18 P301L, heparin-induced fibrillization, ThT fluorescence; Potency, µM (doses to about 57.4 µM), without a hit: top-dose activity, negative = inhibition, most hits filed as inhibitors; actives 2.1% (n = 270,000); also: % is scaled to controls: 0 for no effect and ±100 for the full control effect; nearly all actives have a fitted effect of over 55% in size
Target sequence (P10636 561-689 P618L limits assumed): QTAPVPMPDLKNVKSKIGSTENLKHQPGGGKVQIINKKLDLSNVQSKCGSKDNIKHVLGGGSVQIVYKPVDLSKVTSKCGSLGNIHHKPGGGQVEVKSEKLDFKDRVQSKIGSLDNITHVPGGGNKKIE
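Heparin-induced (20 uM) aggregation of recombinant human K18 P301L tau, 15 uM unlabeled with 0.24 uM labeled, pH 7 acetate buffer, 6 hr at 37 C with compound. Fibrils quantified by 30 uM ThT fluorescence after 1 hr ambient incubation.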
GAA glycogen: alters human alpha-glucosidase cleavage of glycogen. actives 0.38% (n = 300,000). recombinant GAA, glycogen substrate, Amplex Red glucose oxidase fluorescence. Potency, µM (highest dose often 76.4 µM), without a hit: at the top dose activity change, negative = inhibition, most hits filed as inhibitors. P10253;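 also: 0% = full enzyme reaction and -100% = no-enzyme basal signal; the screen sought inhibitors and activators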
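Recombinant enzyme (4 nM final) with compounds titrated up to 77 uM and bovine liver glycogen (30 ug) in citrate pH 5.0, 0.01% Tween-20, 37 C 40 min. Released glucose detected by Amplex Red/glucose oxidase (Ex 573/Em 610); AC50 from Hill fits.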
GAA inh: inhibitors of human lysosomal alpha-glucosidase; P10253; purified human GAA, 4-MU-alpha-glucoside fluorescence; Potency, µM (highest dose often 76.9 µM), inactives show top-dose activity change, negative = inhibition, hits mostly inhibitors; actives 0.005% (n = 200,000); AID 1466;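 also: plate controls were uninhibited enzyme wells for no effect and no-enzyme background for full effect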
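Activity normalized between no-enzyme (basal) and enzyme-only wells. Conditions: 4 nM human enzyme, 400 uM fluorogenic substrate, citrate/phosphate pH 5.0 with Tween-20, 20 min room temperature, compounds up to 77 uM.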
GLA spleen mod: inhibitors or activators of human alpha-galactosidase in spleen homogenate | Potency, µM (series often up to 80 µM), without a hit: at the top dose activity change, negative = inhibition, actives largely listed as inhibitors | P06280 | AID 2107 | human spleen homogenate, 4MU-alpha-Gal fluorescence, 40 min | actives 0.008% (n = 240,000);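 also: 0% = enzyme with vehicle and -100% = no enzyme basal signal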
Target sequence (P06280 32-429 limits assumed): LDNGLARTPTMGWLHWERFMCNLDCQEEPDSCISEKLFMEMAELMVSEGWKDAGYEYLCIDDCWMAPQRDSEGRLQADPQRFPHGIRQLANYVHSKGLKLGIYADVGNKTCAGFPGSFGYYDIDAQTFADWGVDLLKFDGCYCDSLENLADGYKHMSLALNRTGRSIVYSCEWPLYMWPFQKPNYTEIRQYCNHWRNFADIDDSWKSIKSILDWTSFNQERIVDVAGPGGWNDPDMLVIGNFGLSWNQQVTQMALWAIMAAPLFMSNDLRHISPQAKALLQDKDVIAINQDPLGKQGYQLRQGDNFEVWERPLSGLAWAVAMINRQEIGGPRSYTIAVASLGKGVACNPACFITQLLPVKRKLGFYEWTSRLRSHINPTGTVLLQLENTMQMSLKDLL
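Human spleen homogenate (1 ug) as enzyme source, 4-methylumbelliferyl-alpha-D-galactopyranoside 1 mM final, citrate/phosphate pH 5.0 with 0.01% Tween-20. Compounds 40 min at 37C, NaOH/glycine stop; fluorescence Ex 365/Em 440, Hill-fit AC50.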
Tau fibril FP: inhibitors of human tau fibril formation; P10636; actives 0.39% (n = 280,000); AID 1468; Potency, µM (doses to about 57.7 µM), for the others: at the highest dose activity, negative = inhibition, usual class: inhibitors; K18 P301L tau heparin fibrillization, Alexa594 FP, 6 h; also: % is scaled to controls: 0 for no effect and ±100 for the full control effect; nearly all actives have a fitted effect of over 55% in size
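FP of Alexa 594-tau after heparin (20 uM) induction. Substrate: human K18 P301L, 15 uM unlabeled, 0.24 uM labeled. Buffer 100 mM sodium acetate pH 7. 6 hr, 37 C.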
aGlu spleen mod: inhibitors or activators of human alpha-glucosidase in spleen homogenate; Potency, µM (top dose mostly 79.9 µM), inactives show top-dose activity change, negative = inhibition, most hits filed as inhibitors; human spleen homogenate, 4-MU-alpha-glucoside fluorescence; actives 0.006% (n = 240,000); AID 2112;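 also: 0% = enzyme with vehicle and -100% = no enzyme basal signal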
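Enzyme source: human spleen homogenate, 1 ug/well. Buffer 50 mM citric acid/K phosphate pH 5.0, 0.01% Tween-20. 4-MU-alpha-glucoside 1 mM; 37 C x 40 min; NaOH/glycine stop; fluorescence.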
Tau fluor cs: counter-screen for tau fibril formation inhibitors | actives 0.93% (n = 280,000) | Potency, µM (titrated, usually from 57.7 µM), for the others: top-dose activity change, negative = decrease | tau K18 P301L (four-repeat tau fragment) Alexa594 fluorescence, heparin fibrillization; also: % is scaled to controls: 0 for no effect and ±100 for the full control effect; nearly all actives have a fitted effect of over 55% in size
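Human K18 P301L tau (15 uM unlabeled plus 0.24 uM Alexa 594-labeled, final) in 100 mM sodium acetate pH 7 was mixed with compound and 20 uM heparin and incubated 6 hr at 37 C.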
An asterisk follows results filed as active; ? = inconclusive; . = no result given; & = joins results of further samples; [ ] = another dose, or the depositor's remark. Calls follow the shape of the dose curve; as a rule, active = well fitted curve in the direction sought with a large enough effect; inconclusive = small, poorly fitted or top-dose-only effect, or another doubt; inactive = no such curve, though single readings can be large; an effect the other way counts as inactive or inconclusive. Potency is read from the fitted curve at half-maximal effect.

SMILES	HTT ATP protect	Tau ThT inhib	GAA glycogen	GAA inh	GLA spleen mod	Tau fibril FP	aGlu spleen mod	Tau fluor cs
O=C(N/N=C/c1ccccc1)c1sccc1OCc1ccc(F)cc1	-44.4%[inhibitor]	-19.9%	-25.8%	-2.2%	-14.5%	-3.4%	-2.3%	-19.0%
Clc1ccccc1CSc1nnc(/C=C/c2ccccc2)o1	-14.4%	-6.9%	0.3%	0.3%	-15.5%	-1.9%	-0.8%	-10.6%
Cc1cc(C(=O)Nc2sc3c(c2C#N)CCC(C)C3)cs1 (stereo not drawn)	-23.3%	-9.6%	1.9%	4.5%	-10.4%	-10.3%	0.1%	-6.6%
COC(=O)c1[nH]c2cc(OC)ccc2c1NC(=O)CN1CCN(c2cccc(C)c2)C(C)C1 (stereo not drawn)	-55.8%[inhibitor]	?	-25.5%	-6.0%	3.5%	?	0.1%	14.1µM*[quencher]
C/C(=N\NC(=O)c1nc2ccccn2c1C)c1cc2ccccc2o1	-72.9%[inhibitor]	?	2.6%	-8.2%	-15.3%	3.9%	-14.2%	-1.4%
COc1cccc(NC(=O)CN(C)C(=O)COc2ccc3ccccc3c2)c1	-9.8%[10 µM]	-5.9%	-3.3%	3.5%	9.1%	-8.3%	2.0%	-28.0%
Cc1cc(NC(=O)CSc2cn(CCNC(=O)c3ccccc3)c3ccccc23)no1	-2.6%	-23.3%	7.9%	0.1%	-3.7%	-0.2%	-4.3%	-28.0%
COc1ccc(/C=N/n2c(-c3ccco3)nc3ccccc3c2=O)cc1	6.5%[10 µM]	-11.0%	1.8%	?	-6.6%	?	-9.1%	-10.3%
CCOc1ccccc1NC(=S)N(CCN(C)C)C(C)c1ccncc1 (stereo not drawn)	-5.9%	-6.1%	-15.1%	1.5%	11.3%	-5.9%	1.2%	-14.7%
COc1ccc(OC)c(C(=O)COC(=O)CNC(=O)C2CCCCC2)c1	4.3%	7.0%	-5.4%	-11.6%	-4.4%	7.1%	-4.1%	2.3%
COc1ccc(C(=O)/C=C/C(=O)N(CC(=O)NC2CCCCC2)Cc2ccccc2)c(O)c1	-59.1%[inhibitor][10 µM]	?	24.8%	1.6%	7.6%	-10.2%	4.4%	-16.7%
CCOc1ccc(NC(=O)c2ccc3nccnc3c2)cc1	-20.1%	?	0.4%	?	-7.4%	-1.2%	-22.8%	-15.0%

SMILES	HTT ATP protect	Tau ThT inhib	GAA glycogen	GAA inh	GLA spleen mod	Tau fibril FP	aGlu spleen mod	Tau fluor cs
Cc1csc(SCCn2c(N3CCCC3)nc3c2c(=O)[nH]c(=O)n3C)n1	-1.5%[10 µM]	0.6%	-0.5%	-0.7%	0.7%	4.2%	-5.0%	3.6%
Cc1cc(-c2ccc3ccccc3c2)n2ncnc2n1	-17.1%[10 µM]	-3.6%	3.8%	?	20.3%	1.8%	8.4%	2.6%
CC(C)(C)C(=O)NC(=S)Nc1ccc(F)cc1	16.8%[10 µM]	-12.5%	4.2%	-8.6%	-5.0%	-4.0%	1.4%	-14.6%
COc1cc(Cl)c(C)cc1NC(=O)c1cc2c(s1)-c1c(C)cccc1OC2	.	?	6.8%[76.3 µM]	.	.	1.9%	.	-18.4%
CCn1cc(C(=O)NCCCOC(C)C)c(=O)c2cc(S(=O)(=O)N3CCOCC3)ccc21	.	-0.2%	-5.6%&-9.8%[76.3 µM]	.	.	-6.2%	.	-5.0%
O=C(c1ccccc1-c1nc2ccccc2[nH]1)N1CCCCC1	3.0%	-8.3%	-6.5%	1.1%	4.7%	0.3%	5.6%	-5.2%
Cc1cc(C)n2c(SCC(=O)Nc3cc(C)on3)nnc2n1	-11.5%[10 µM]	-4.7%	3.6%	3.8%	-6.9%	-2.7%	-4.2%	0.6%
COC(=O)CN1C(=S)N(c2ccc(Cl)cc2)C(=O)C1CC(=O)Nc1ccc(Cl)cc1 (stereo not drawn)	-3.6%	?	?	9.6%	2.3%	?	2.6%	?
CCOc1ccc(NC(=O)c2sc(-n3nc(C)c(Cc4ccc(Cl)cc4)c3C)nc2C)cc1	.	-9.9%	2.2%[76.3 µM]	.	.	6.3%	.	-16.9%
Cc1ccc(-c2nc(CN(Cc3c(C)nn(C)c3C)C(C)C)c(C)o2)o1	10.1%[10 µM]	-5.6%	2.1%	0.6%	9.6%	6.6%	-4.5%	-0.9%
CC(/C=N/NC(=O)c1cc(C(C)(C)C)[nH]n1)=C\c1ccccc1	-1.2%[10 µM]	-16.2%	0.6%	0.3%	14.8%	-0.6%	-8.8%	-9.2%
Cc1ccc(NC(=O)CSCc2nc3c(nnn3Cc3ccc(F)cc3)c(=O)[nH]2)c(C)c1	-0.1%[10 µM]	?	-2.2%	-3.9%	-9.3%	-5.6%	-5.5%	-17.2%

Structure	HTT ATP protect	Tau ThT inhib	GAA glycogen	GAA inh	GLA spleen mod	Tau fibril FP	aGlu spleen mod	Tau fluor cs
CCOC(=O)c1ccc(N2C(=O)CC(N3CCC(C(=O)OCC)CC3)C2=O)cc1 (stereo not drawn)	-2.1%	-8.9%	5.8%	-16.5%	10.7%	4.0%	3.6%	-6.1%
COC(=O)c1sc(NC(=O)C2CCCCC2C(=O)O)c(C(=O)OC)c1C (stereo not drawn)	-19.5%	-10.8%	-1.6%	2.1%	2.2%	2.5%	0.8%	5.2%
CCN(CC)c1nc2c(c(=O)n(C)c(=O)n2C)n1CC(=O)c1ccccc1	3.0%[10 µM]	-4.8%	3.6%	.	-5.6%	-3.2%	-1.2%	-8.6%
CN(C)Cc1ccccc1-c1cncnc1NC1CC1	20.0%	2.0%	.	.	-9.8%	-7.1%	13.7%	-4.1%
Cc1ccc(-c2ccc(SCC(=O)Nc3cc(C)on3)nn2)cc1	.	-6.8%	-3.9%	-7.4%	4.8%	-3.0%	10.0%	-2.5%
Cc1ncccc1C(=O)N1CCCC(CNC(=O)C2(c3ccc(Cl)cc3)CC2)C1 (stereo not drawn)	?	-1.8%	-3.4%	-8.5%	3.8%	-1.2%	-12.1%	-5.2%
CCOC(=O)c1cnc(Nc2ccc(OCC)cc2)nc1C	-16.7%	?	1.7%	-2.4%	1.7%	11.8%	-5.6%	-21.5%
CCOc1cc(/C=N/N=C2/NC(=O)C(CC(=O)O)S2)ccc1OCc1ccc(Cl)cc1Cl (stereo not drawn)	28.9%[10 µM]	?	-9.3%	-0.1%	9.0%	-0.7%	-6.0%	7.9%
COc1ccc(N=C2SC(CC(=O)Nc3ccccc3F)C(=O)N2Cc2ccco2)cc1 (stereo not drawn)	27.0%[10 µM]	-5.2%	-3.9%	-4.5%	2.7%	-7.4%	-4.8%	-29.7%
Cc1ccc(NC(=S)N/N=C2\CC(C)(C)Oc3ccc(O)cc32)cc1	22.4%[10 µM]	-15.8%	-16.6%	-5.2%	-5.4%	?	-2.8%	?
CCc1nnc(NC(=O)CSc2nc3cc4c(cc3cc2C)OCCO4)s1	-12.2%	-0.1%	1.9%	3.5%	-4.3%	-5.6%	-12.7%	-13.1%
CC(NS(=O)(=O)c1ccc(F)cc1)C(c1cccs1)N1CCN(C)CC1 (stereo not drawn)	21.2%[10 µM]	-0.2%	2.5%	4.2%	-2.6%	8.5%	-6.2%	5.7%

Reformatted field by field: entries from further up.
> Cc1ccc(-c2ccc(SCC(=O)Nc3cc(C)on3)nn2)cc1
  HTT ATP protect = .
  Tau ThT inhib = -6.8%
  GAA glycogen = -3.9%
  GAA inh = -7.4%
  GLA spleen mod = 4.8%
  Tau fibril FP = -3.0%
  aGlu spleen mod = 10.0%
  Tau fluor cs = -2.5%

> CN(C)Cc1ccccc1-c1cncnc1NC1CC1
  HTT ATP protect = 20.0%
  Tau ThT inhib = 2.0%
  GAA glycogen = .
  GAA inh = .
  GLA spleen mod = -9.8%
  Tau fibril FP = -7.1%
  aGlu spleen mod = 13.7%
  Tau fluor cs = -4.1%

> Cc1ccc(NC(=S)N/N=C2\CC(C)(C)Oc3ccc(O)cc32)cc1
  HTT ATP protect = 22.4%[10 µM]
  Tau ThT inhib = -15.8%
  GAA glycogen = -16.6%
  GAA inh = -5.2%
  GLA spleen mod = -5.4%
  Tau fibril FP = ?
  aGlu spleen mod = -2.8%
  Tau fluor cs = ?

> CC(NS(=O)(=O)c1ccc(F)cc1)C(c1cccs1)N1CCN(C)CC1 (stereo not drawn)
  HTT ATP protect = 21.2%[10 µM]
  Tau ThT inhib = -0.2%
  GAA glycogen = 2.5%
  GAA inh = 4.2%
  GLA spleen mod = -2.6%
  Tau fibril FP = 8.5%
  aGlu spleen mod = -6.2%
  Tau fluor cs = 5.7%

Continued.
Structure	HTT ATP protect	Tau ThT inhib	GAA glycogen	GAA inh	GLA spleen mod	Tau fibril FP	aGlu spleen mod	Tau fluor cs
COc1ccc(N2CC(NC(=O)N3CCc4ccccc43)CC2=O)cc1OC (stereo not drawn)	-34.6%[inhibitor]	-3.6%	-15.8%	2.8%	13.7%	-7.2%	-17.1%	-8.4%
COc1ccc(-c2cc(C(F)(F)F)n3nc(C(=O)N4CCCC4)cc3n2)cc1	-22.7%	1.1%	-0.6%	0.9%	4.3%	8.6%	4.9%	4.1%
CCC(C)Sc1nc2c([nH]c3ccccc32)c(=O)n1C (stereo not drawn)	12.2%	-2.4%&-7.9%	1.9%	-5.0%	-14.1%	0.4%&-3.1%	-9.3%	-3.3%&-22.0%
CCC1=NN(C(=O)Cc2ccc([N+](=O)[O-])cc2)C(O)(C(F)(F)F)C1 (stereo not drawn)	-4.3%[10 µM]	6.9%	7.8%	.	9.6%	0.0%	9.3%	-1.1%
